Source: PubChem BioAssay (National Center for Advancing Translational Sciences (NCATS))
Lipid storage S3 – qHTS Assay for Lipid Storage Modulators in Drosophila S3 Cells. Drosophila S3 cells, BODIPY lipid droplet fluorescence, 18-24 h; cells fed with added oleic acid. Potency in µM for hits, for the others lipid storage change, negative = inhibition, % at the top dose, mostly 46.1 µM. 0.64% of 320,000 active. AID 2685; active = well fitted inhibition curve with a large enough effect in the signal ratio, with a control signal flat, not every such curve was filed as active; inconclusive = small, poorly fitted or top-dose-only effect, or effect the other way, or a change in a side signal; the % refers to the signal ratio
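Laser-scanning cytometry quantifies lipid droplet accumulation (500–530 nm total intensity; droplet/cell object ratio) in oleic acid-fed (400 uM added) Drosophila S3 cells treated with a concentration series. 20 uM Triacsin C defined 100% inhibition.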
Lipid storage S3 cell count max – second read-out of Lipid storage S3, no call of its own (marks repeat the call); cell number change, %; measured here: cell count max response;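 cells counted by Cell Tracker Red CMTPX staining in the red channel; peak over a dose series mostly up to 46.1 µM; percent activity relative to internal control wells on each plate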
Starred values were filed as active, the others as inactive; i = inactive; ? = inconclusive; · = not tested or not shown. % is set by controls: 0 for no effect and ±100 for the full control effect; potency is the fitted concentration of half-maximal effect. Some of the compounds tested (hit frequency here may not be typical).

Every second line gives: Lipid storage S3 | Lipid storage S3 cell count max
CCn1c(C)cc2c(c1=O)C(c1ccc3c(c1)OCO3)C(C#N)=C(N)O2 (stereo not given)
 : 1% | ·
CN(C)C(=S)Nc1ccc(N2CCOCC2)cc1
 : -3% | 0
CCOc1cc(C2C3=C(CC(C)(C)CC3=O)N(CCOC)C3=C2C(=O)CC(C)(C)C3)ccc1O
 : ? | ·
C=CCn1c(-c2cccc([N+](=O)[O-])c2)n[nH]c1=S
 : 7% | 26
CCc1ccc(/C=N/NC(=O)c2nnn(-c3nonc3N)c2C(C)C)cc1
 : ? | ·
O=[N+]([O-])c1ccc(N2CCN(S(=O)(=O)c3ccc4ccccc4c3)CC2)cc1NCc1ccco1
 : ? | ·
COC(=O)C1=CN(Cc2ccccc2)C=C(C(=O)OC)C1c1ccc(OC)c(OC)c1
 : i | 12
COc1ccc2c(c1)c(C(=O)CN1CCN(c3ccccc3)CC1)c(C)n2C
 : -1% | 4
CC1CCC(NC(=O)CN2C(=O)C3CCCN3c3ncc(Cl)cc32)CC1 (stereo not given)
 : ? | ·
C(=N\Nc1nc2ccccc2[nH]1)/C1CCCCC1
 : ? | ·
O=C(c1ccccc1)c1ccc(OCCO)cc1
 : 19% | 8
O=c1[nH]c(SCc2n[nH]c(=S)n2-c2ccccc2)nc2ccccc12
 : 24% | 19
C#CCOCCOCCOCCNc1nc(N2CCN(C(=O)[C@H](Cc3cc4ccccc4[nH]3)n3cc(C(N)CC(C)C)nn3)CC2)nc(N2CCN(C(=O)[C@H](CCC(=O)O)n3cc(C(N)[C@H](C)CC)nn3)CC2)n1 (stereo not given in full)
 : -1% | 6
CCCN(CCC)C(=O)c1ccc2c(c1)N(Cc1ccccc1)C(=O)CS2=O (stereo not given)
 : 9% | 0
O=C(Nc1ccc(Cl)cn1)C1CCCN1S(=O)(=O)c1cccc2ccccc12 (stereo not given)
 : ? | ·
COc1ccc(C(N)CCc2ccc(C)o2)cc1 (stereo not given)
 : 14% | 23
COc1cc(NC(=S)Nc2cccc(Cl)c2Cl)c(OC)cc1Cl
 : 13% | -1
Cc1nn(Cc2ccccc2Cl)c(C)c1NC(=O)c1noc(C(C)C)c1[N+](=O)[O-]
 : 8% | -6
CC(C)=CCN1CCN(Cc2cc(CC(C)C)n[nH]2)CC1CCO (stereo not given)
 : 7% | -5
CCN(CC)/C(=N/S(=O)(=O)c1ccc(C)cc1)c1ccccc1
 : ? | ·

Record cards, as listed above:
Listed for Cc1nn(Cc2ccccc2Cl)c(C)c1NC(=O)c1noc(C(C)C)c1[N+](=O)[O-] → Lipid storage S3: 8%; Lipid storage S3 cell count max: -6
Listed for CCCN(CCC)C(=O)c1ccc2c(c1)N(Cc1ccccc1)C(=O)CS2=O (stereo not given) → Lipid storage S3: 9%; Lipid storage S3 cell count max: 0

Following part
Every second line gives: Lipid storage S3 | Lipid storage S3 cell count max
CCCCN(C(=O)c1ccco1)C1CCS(=O)(=O)C1 (stereo not given)
 : -17% | -1
Cc1c(NC(=O)COC(=O)c2ccccc2Cl)c(=O)n(-c2ccccc2)n1C
 : ? | ·
COC(=O)c1c(NC(=O)c2nc3ccccc3s2)sc2c1CC(C)(C)NC2(C)C
 : -7% | 0
c1ccc(CCN2CCN=C2Nc2ccccc2)cc1
 : ? | ·
CN(C)S(=O)(=O)N1CCN(CC(O)COc2ccc3cc(Br)ccc3c2)CC1 (stereo not given)
 : ? | ·
CCCN(CCC)Cc1cc(=O)oc2cc3c(cc12)CCC3
 : 8% | -8
CSc1nc(N2CCCC2)c2c(c1C#N)CC(C)(C)OC2
 : ? | ·
CC1SC(=Nc2ccccc2)N(S(=O)(=O)c2ccccc2)C1=O (stereo not given)
 : -2% | -2
CC(=O)N1CCN(c2ccccc2NC(=O)c2ccc(Br)o2)CC1
 : ? | ·
C/C(=N/NC(=O)Cc1ccccc1)c1ccc(C)s1
 : ? | ·
O=C(c1cn(-c2ccccc2)nc1-c1cccs1)N(CCO)Cc1ccccc1
 : ? | ·
COC(=O)C1(C(F)(F)F)C2C=CC(C2)N1S(=O)(=O)c1ccc(C)cc1 (stereo not given)
 : ? | ·
Cc1nn(-c2ccccc2)c2c1C(c1ccco1)C(C#N)=C(N)O2 (stereo not given)
 : 14% | -7
CCOCCCNc1nc(=S)[nH]c2cc(OC)c(OC)cc12
 : 5% | -5
COc1ccc(C2N3CC4(C)CN2CC(C)(C3)C4)cc1OC (stereo not given)
 : ? | ·
Cc1cccc2cc3c(N)c(C#N)sc3nc12
 : 18% | 19
COc1ccc(CNc2nc(-c3cccnc3)nn2C(=O)c2cccs2)cc1
 : -2% | -2
CCCc1ccc(C(=O)/C=C/N(C)C)cc1
 : ? | ·
Cc1ccccc1CC1(CO)CCCN(Cc2ccc(C#CC(C)(C)O)cc2)C1 (stereo not given)
 : 4% | -17
COCc1cc(C)nc(OCC(=O)N/N=C/c2ccc(C)o2)c1C#N
 : ? | ·
COc1ccc(-c2nn(-c3ccccc3)cc2/C=C(/C#N)C(N)=O)cc1[N+](=O)[O-]
 : 5% | -6
Cc1cc(C(=O)Nc2ccccc2C)n(-c2ccccc2)n1
 : 9% | 5
CCN(Cc1cccs1)C(=O)CN1C(=O)NC(c2ccccc2)(c2ccccc2)C1=O
 : ? | ·
Cc1ccc(O)c(NS(=O)(=O)c2cccc3nsnc23)c1
 : -1% | -6
CCN1CCN(Cc2c(O)ccc3c(=O)c(-c4ccccc4OC)coc23)CC1
 : 5% | -18
OC1(c2ccccc2)CCN(Cc2ccccc2)CC1
 : 4% | 2
CCOc1ccc(-n2c(=S)sc3c(=O)n(-c4ccccc4)c(SCC(=O)O)nc32)cc1
 : ? | ·
Cc1ccc([N+](=O)[O-])cc1NC(=O)C(C)Sc1nnc(C)n1CC1CCCO1 (stereo not given)
 : 27% | 26
CCCc1c(C)[nH]c2nc3ccccc3n2c1=O
 : -5% | -4
Cc1ncc(C23CC4CC(CC(C4)C2)C3)[nH]1
 : -5% | -6
CCOC(=O)N1CCN(C(=O)c2cn(-c3ccc(C)c(C)c3)c(=O)c3ccccc23)CC1
 : i | -8
CCOc1ncccc1C(=O)Nc1cccc(Cl)c1Cl
 : i | ·
COc1cc(OC)cc(C(=O)Nc2ccc(N3CCN(C(=O)c4cccs4)CC3)cc2)c1
 : ? | ·
Cn1c(SCCOc2ccc(F)cc2)nnc1-c1ccncc1
 : 15% | -5
O=C(NCc1ccco1)C(c1cccs1)N(Cc1ccccc1)C(=O)Cn1nnc2ccccc21 (stereo not given)
 : ? | ·
CCc1cc2c(COC(=O)c3c(C)noc3C)cc(=O)oc2cc1O
 : ? | ·
O=C(COC(=O)c1cccc(S(=O)(=O)N2CCOCC2)c1)Nc1nc(-c2ccccc2Cl)cs1
 : -10% | -6
Cc1ccc(NS(=O)(=O)c2cccc(C(=O)NCc3ccccn3)c2)cc1
 : i | -19
Cc1ccc(C)n1-c1ccccc1N
 : -1% | -23
CN(CC(=O)Nc1cccc(F)c1)C(=O)/C=C/c1cn(Cc2ccccc2)nc1-c1cccnc1
 : ? | ·
COc1ccc(NC(=O)Cn2cnc3c(cnn3C(C)(C)C)c2=O)cc1OC
 : 5% | -1
COC(=O)/C(=C1/Oc2cc3c(cc2S1)OCO3)C(F)(F)F
 : i | ·
CCc1nnc(NC(=O)CSc2nnc(-c3ccccc3OC)n2-c2ccc(C)cc2)s1
 : ? | ·
COCCNC(=O)c1c(CSc2ccc(F)cc2)noc1C(=O)NCc1ccccc1
 : ? | ·
O=C(CSc1nccc(=O)[nH]1)N1CCCc2ccccc21
 : ? | ·
CC1CCCCC1NC(=O)CCCCn1c(=O)[nH]c2ccsc2c1=O (stereo not given)
 : i | -15
O=C(Nc1ccccc1O)c1ccc2c(c1)C(=O)N(N1C(=O)c3ccccc3C1=O)C2=O
 : ? | ·
O=C1Nc2c(c(=O)[nH]c(=O)n2Cc2ccccc2)C1(NS(=O)(=O)c1ccccc1)C(F)(F)F (stereo not given)
 : -12% | 2
COc1cc(/C=C/c2[nH]c(=O)[nH]c(=O)c2[N+](=O)[O-])cc(OC)c1O
 : i | -22
Cc1ccc(NC(=S)Nc2ccc3[nH]c(=O)[nH]c3c2)cc1C
 : ? | ·

The results go on.
Every second line gives: Lipid storage S3 | Lipid storage S3 cell count max
CCOC(=O)c1c(C)[nH]c(C(=O)OCC(=O)c2ccccc2)c1C
 : ? | ·
O=C(C1CCC(=O)N(C2CC2)C1)N1CCN(c2cccc(Cl)c2)CC1 (stereo not given)
 : i | 1
CC(C(=O)Nc1ccc(Br)cc1)N(C)CC(=O)NCc1ccco1 (stereo not given)
 : ? | ·
O=C(COc1ccc2c(c1)CCC2)N1CCN(c2ccc(F)cc2)CC1
 : ? | ·
CCC(NC(=O)Nc1cc(C)on1)(C(F)(F)F)C(F)(F)F
 : -12% | -10
Cc1nc2c(c(=O)n1CCC(C)C)c1nc3ccccc3nc1n2CC1CCCO1 (stereo not given)
 : -4% | -7
CCOc1cc(C=O)ccc1OCCSc1ccc(C)cc1
 : ? | ·
O=C(CNCC1(N2CCOCC2)CCCCC1)Nc1ccc(Cl)cc1
 : ? | ·
O=C(O)CC(CC(=O)O)(C(=O)O)c1ccccc1
 : ? | ·
COc1cc(NC(=O)c2cc(-c3cccs3)on2)cc(OC)c1OC
 : 7% | 2
Cc1ccc(C2C3=C(CCCC3=O)OC3=C2C(=O)CCC3)cc1
 : 4% | 6
Cc1ccc(C(=O)CSc2nnc(COc3cc(C)cc(C)c3)o2)cc1
 : i | -3
CCN1CCN(C(=O)C2CCN(S(=O)(=O)c3cccc4cccnc34)CC2)CC1
 : ? | ·
COc1ccc(-n2c(=O)[nH]c3cc(C(=O)NCCc4ccc(Cl)cc4)ccc3c2=O)cc1OC
 : ? | ·
COc1ccc(S(=O)(=O)N2CCOCC2)cc1NC(=O)Cc1cccs1
 : ? | ·
COc1cc(NC(=O)CSc2nc3[nH]ncc3c(=O)n2-c2ccc(Cl)cc2)cc(OC)c1
 : ? | ·
Cc1ccc(NCc2ccccc2)cc1
 : -8% | -27
CCC[C@@H]1Cc2ccccc2N1C(C)=O
 : ? | ·
COc1cc([N+](=O)[O-])ccc1NC(=O)CCCOc1ccc(C)cc1
 : ? | ·
CCOc1ccc(C(=O)Nc2ccc3nc(N4CCN(CC)CC4)cc(C)c3c2)cc1
 : 9% | 3

Four of the compounds above, field by field:
COc1ccc(-n2c(=O)[nH]c3cc(C(=O)NCCc4ccc(Cl)cc4)ccc3c2=O)cc1OC
  Lipid storage S3: ?	Lipid storage S3 cell count max: ·

COc1ccc(S(=O)(=O)N2CCOCC2)cc1NC(=O)Cc1cccs1
  Lipid storage S3: ?	Lipid storage S3 cell count max: ·

COc1cc(NC(=O)CSc2nc3[nH]ncc3c(=O)n2-c2ccc(Cl)cc2)cc(OC)c1
  Lipid storage S3: ?	Lipid storage S3 cell count max: ·

Cc1ccc(NCc2ccccc2)cc1
  Lipid storage S3: -8%	Lipid storage S3 cell count max: -27

Next part:
Every second line gives: Lipid storage S3 | Lipid storage S3 cell count max
CCc1nc(NCCc2ccccn2)c2nnn(Cc3ccccc3F)c2n1
 : ? | ·
COc1cc(CO)ccc1OCc1nnnn1-c1ccc(C)cc1
 : ? | ·
COc1cc(C(=O)OCC(=O)Nc2ccc(OC(F)F)cc2)cc(OC)c1OC
 : i | 19
CCOC(=O)c1c(NC(=O)c2cccs2)sc(C)c1CC
 : ? | ·
COc1ccccc1N1CCN(C(=O)c2cc3c(=O)n(C)c4ccccc4c3n2C)CC1
 : ? | ·
CC(C)CCn1c(SCC(=O)N2CC(=O)Nc3ccccc32)nc2scc(-c3cccs3)c2c1=O
 : ? | ·
CN(C)/C=N/c1ncnc2c1cnn2-c1ccc(C(F)(F)F)cn1
 : 3% | 4
Fc1ccc(OCCOCCN2CCNCC2)cc1
 : -11% | -19
COC(=O)c1ccccc1-n1c(CCC(=O)O)ccc1-c1ccc(F)cc1
 : -15% | -21
C/C(=N\Nc1nc(N2CCOCC2)nc(N2CCOCC2)n1)c1ccc([N+](=O)[O-])cc1
 : -1% | 7
O=C(c1sccc1-c1ccccc1)N1CCN(S(=O)(=O)c2ccccc2)CC1
 : -27% | 2
CCN(CC)S(=O)(=O)c1ccc(Oc2ccc(S(=O)(=O)N(CC)CC)cc2)cc1
 : ? | ·
COc1cc(/C=N\NC(=O)c2cccc(Cl)c2)ccc1Oc1ccc([N+](=O)[O-])cn1
 : ? | ·
Cc1ccc2nc(SCC(=O)NCc3ccco3)c(C)cc2c1
 : ? | ·
CC1NC(=S)N(Cc2ccccc2)C1=O (stereo not given)
 : ? | ·
Cc1ccc(C(=O)c2c(NC(=O)c3ccncc3)sc3c2CCCC3)cc1
 : ? | ·
CCOC(=O)N1CCN(c2cc(=O)n(-c3cccc(C)c3)c(=O)[nH]2)CC1
 : -1% | 11
COc1ccc(S(=O)(=O)N(Cc2cc3ccc(OC)cc3[nH]c2=O)CC2COCCO2)cc1 (stereo not given)
 : ? | ·
COc1cccc(Nc2nc(C)cc(C)c2C#N)c1
 : 0% | -4
Cc1nn2c(=O)cc(CSc3nc4ccccc4[nH]3)nc2s1
 : ? | ·
O=C(NNc1nc2cc3c(cc2s1)OCO3)c1ccccc1
 : ? | ·
CC(C)[C@H](NC(=O)c1ccccc1)C(=O)NCCc1ccccc1
 : ? | ·
COc1ccc(CCN(C)C(=O)c2cncc(Br)c2)cc1OC
 : i | 26
COc1cccc(-n2c(SC)nnc2-c2c[nH]c3ccccc23)c1
 : ? | ·
CCOCCCNC(=O)C(c1ccc(OC)cc1)N(Cc1ccc2c(c1)OCO2)C(=O)c1ccccc1O (stereo not given)
 : 0% | 16
COc1cc2c(cc1OC)CN(CC(=O)Nc1cccc([N+](=O)[O-])c1)CC2
 : 5% | -2
Cc1nc(P(=O)(c2ccccc2)c2ccccc2)c(N2CCOCC2)o1
 : -9% | 3
